mIAP block – inhibitors of mouse IAP, primary screen, biochemical, luminescence, uHTS | intestinal alkaline phosphatase [Mus musculus] | purified mouse IAP, CDP-Star luminescence, 30 min | inhibition, % at 10 µM | 330,000 tested, 0.2% active;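 active = inhibition of at least 40% at 10 µM in the primary screen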;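 also: plate controls were DMSO with enzyme for no effect and no enzyme wells for full effect; values of inactives mirror those of a sister screen read the other way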
NLRP3 yeast inh – NALP3 inflammasome inhibitors in reconstituted yeast, primary screen, luminescence, uHTS; Yeast reconstituted NLRP3/ASC/caspase-1, beta-gal luminescence, 24 h; inhibition, % at 10 µM; 330,000 tested, 0.39% active;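 active = inhibition of 50% or more; inactive = inhibition below 50%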;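 also: plate controls were induced DMSO wells for no effect and uninduced yeast grown without galactose for full effect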
A3G deaminase – APOBEC3G DNA deaminase inhibitors, primary screen, biochemical, fluorescence, single-stranded DNA substrate, uHTS; DNA dC->dU-editing enzyme APOBEC-3G (Homo sapiens), Q9HC16; recombinant A3G, ssDNA deamination FAM/TAMRA fluorescence; inhibition, % at 20 µM; 330,000 tested, 0.28% active;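 active = inhibition of at least 40% at 20 µM, with no more than 30% in the related APOBEC3A deaminase screen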;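 also: plate controls were DMSO wells with A3G for no effect and wells lacking A3G enzyme for full effect; some compounds called inactive have numbers as strong as hits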
APOBEC3A inh – APOBEC3A ssDNA deaminase inhibitors, primary screen, selectivity assay for APOBEC3G inhibitor project, biochemical, FAM/TAMRA oligo cleavage fluorescence. DNA dC->dU-editing enzyme APOBEC-3A (Homo sapiens), P31941. recombinant A3A, FAM/TAMRA ssDNA deamination fluorescence. inhibition, % at 20 µM. 330,000 tested, 0.41% active;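 active = at least 40% inhibition at 20 µM here, with at most 30% in a related deaminase screen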;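 also: plate controls were A3A with DMSO for no effect and wells lacking A3A enzyme for full effect; some results filed as inactive read as strong as hits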
Target sequence (P31941 whole entry, looked up): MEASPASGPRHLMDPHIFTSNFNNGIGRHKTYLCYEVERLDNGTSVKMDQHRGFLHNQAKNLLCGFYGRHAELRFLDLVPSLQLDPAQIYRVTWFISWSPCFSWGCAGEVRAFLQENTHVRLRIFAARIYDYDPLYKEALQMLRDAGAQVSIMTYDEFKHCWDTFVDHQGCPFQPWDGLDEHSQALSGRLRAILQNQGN
hIAP act – human IAP activators, primary screen, biochemical, luminescence, uHTS. Intestinal-type alkaline phosphatase (Homo sapiens), P09923. purified human IAP, CDP-Star luminescence, 30 min; stronger effect = higher value; 1 = vehicle-only enzyme, 0 = enzyme-free background. activation factor at 10 µM. 330,000 tested, 0.16% active. AID 2524, 2010;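 active = activation factor of the enzyme at least 2-fold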; also: the source names both 10 and 20 µM as test concentration; values of inactives mirror those of a sister screen read the other way
Target sequence (P09923 whole entry, looked up): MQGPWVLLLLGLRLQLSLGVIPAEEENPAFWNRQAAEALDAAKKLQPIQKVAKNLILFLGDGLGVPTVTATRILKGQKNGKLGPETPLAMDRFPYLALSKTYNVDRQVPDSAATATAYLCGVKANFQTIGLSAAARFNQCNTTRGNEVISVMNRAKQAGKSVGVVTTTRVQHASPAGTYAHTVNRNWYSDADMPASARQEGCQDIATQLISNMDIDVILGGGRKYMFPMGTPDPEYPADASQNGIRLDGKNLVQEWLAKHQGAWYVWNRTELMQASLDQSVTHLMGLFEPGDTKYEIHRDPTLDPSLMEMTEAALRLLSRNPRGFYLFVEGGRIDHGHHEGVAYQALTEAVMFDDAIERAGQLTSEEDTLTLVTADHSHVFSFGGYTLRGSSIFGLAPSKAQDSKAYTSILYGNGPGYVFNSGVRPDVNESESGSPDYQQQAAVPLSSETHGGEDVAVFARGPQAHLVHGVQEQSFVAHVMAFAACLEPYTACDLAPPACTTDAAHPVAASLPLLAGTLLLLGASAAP
SENP1 FRET inh – human SENP1 catalytic domain inhibitors, primary screen, biochemical, FRET, uHTS. Sentrin-specific protease 1 (Homo sapiens), Q9P0U3. recombinant SENP1 catalytic domain, CyPet-SUMO1-YPet FRET cleavage. inhibition, % at 10 µM. 360,000 tested, 0.21% active. AID 624204, 2012;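 active = inhibition at least 30% at 10 µM, raw YFP signal under a set limit, fluorescence ratio 0.5 to 1.5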;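 also: 0% = enzyme with DMSO and 100% = no enzyme wells; some results filed as inactive read as strong as hits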
Target sequence (Q9P0U3 419-644 limits assumed): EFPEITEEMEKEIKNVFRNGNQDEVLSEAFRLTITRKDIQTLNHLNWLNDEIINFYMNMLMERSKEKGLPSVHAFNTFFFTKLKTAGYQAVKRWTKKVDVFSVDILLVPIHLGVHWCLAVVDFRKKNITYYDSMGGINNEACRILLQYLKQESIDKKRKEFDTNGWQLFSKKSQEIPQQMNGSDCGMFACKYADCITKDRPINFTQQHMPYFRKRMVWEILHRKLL
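Material – human SENP1 catalytic domain · Input – SENP1 enzyme, 20 pM final · Compound dosing – single concentration of 10 µM compound, 0.5% DMSO final · Timing – enzyme reaction for 50 min at room temperature, dark · Measured by – FRET fluorescence in CFP and YFP emission channels · Control set – no-enzyme wells low, DMSO-plus-enzyme wells high control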
beta cell repl – inducers of MIN6 beta-cell proliferation, primary screen, ATP luminescence, uHTS; MIN6 cells proliferation, ATPlite luminescence, 48 h; cells starved in 0.2% serum; 100% = growth in 10% serum; proliferation, % at 10 µM; 330,000 tested, 0.29% active;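 active = compounds whose signal lies at least 3.5 SD above the mean of all wells on their plate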;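 also: 0% = DMSO-treated cells in low-serum medium and 100% = 10% serum control; some compounds called inactive have numbers as strong as hits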
mIAP act – activators of mouse IAP, primary screen, biochemical, luminescence, uHTS; activation factor at 10 µM; intestinal alkaline phosphatase [Mus musculus]; 330,000 tested, 0.24% active; muIAP, CDP-Star luminescence, 30 min; stronger effect = higher value; 1 = vehicle-only enzyme signal, 0 = enzyme-free wells; AID 2805, 2010;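 active = activation factor of at least 2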; also: the source names both 10 and 20 µM as test concentration; values of inactives mirror those of a sister screen read the other way
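System: mouse IAP enzyme. Reagent: CDP-Star chemiluminescent phosphatase substrate. Benchmarks: DMSO wells, no-enzyme wells. Times: 30 min enzyme-substrate-compound incubation at room temperature. Detection: luminescence from enzymatic CDP-Star hydrolysis. Doses: test compounds delivered from DMSO solution.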
hIAP inh – human IAP inhibitors, primary screen, biochemical, luminescence, uHTS; Intestinal-type alkaline phosphatase (Homo sapiens), P09923; purified IAP, CDP-Star luminescence, 30 min; inhibition, % at 10 µM; 330,000 tested, 0.12% active; AID 2544, 2010;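 active = inhibition reaching a set limit with compound at 10 µM in the primary screen, cut at about 35% in these data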;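 also: plate controls were DMSO wells with enzyme for no effect and no-enzyme buffer wells for full effect; values of inactives mirror those of a sister screen read the other way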
An asterisk follows results filed as active; . = not tested or not shown. This is a subset. The share of hits here may be higher or lower than overall.

SMILES | mIAP block | NLRP3 yeast inh | A3G deaminase | APOBEC3A inh | hIAP act | SENP1 FRET inh | beta cell repl | mIAP act | hIAP inh
COc1ccc(CCN2CC(C(=O)NCCc3ccc(F)cc3)CCC2=O)cc1 (configuration not stated) | 0 | 16 | -1 | 0 | 1.3 | 2 | 1 | 1 | -33
COc1cccc(NC(=O)CN(C)C(C)C(=O)Nc2ccc(C(C)=O)cc2)c1 (configuration not stated) | -2 | 16 | -7 | -3 | 1.1 | 2 | 1 | 1 | -5
CCCCCCn1nc(C(=O)N(CCCC)c2c(N)n(CCC)c(=O)[nH]c2=O)c2ccccc2c1=O | -4 | 20 | 14 | 1 | 1.1 | -2 | 4 | 1 | -10
COc1ccc(CNC(=O)N2CCN(S(=O)(=O)c3ccccc3)CC2)cc1 | -3 | 7 | -1 | 0 | 0.99 | 0 | 0 | 1 | 1
CN1CCN(C(c2cccc(C(F)(F)F)c2)c2nnnn2Cc2ccccc2)CC1 (configuration not stated) | 2 | 9 | 6 | 1 | 1 | 0 | -2 | 0.98 | -2
CCN1CCN(CC(=O)Nc2cc3c(cc2C(C)=O)OCO3)CC1 | -6 | 2 | -3 | 1 | 1.1 | 0 | -3 | 1.1 | -7
COc1ccc(CNC2CCCC2)c(OC)c1OC | 4 | 0 | 2 | 2 | 1.1 | 1 | -2 | 0.96 | -6
Cc1cc(NCc2ccccn2)nc2ccccc12 | 5 | 18 | -5 | -1 | 0.96 | -1 | -2 | 0.95 | 4
C=CCOC(=O)C(C#N)c1nc2ccccc2nc1N1CCN(c2ccccc2OCC)CC1 (configuration not stated) | 12 | 12 | -1 | 8 | 1 | -4 | 0 | 0.88 | -4
O=C(Nc1ccccn1)c1ccc2c(c1)OCO2 | -10 | -6 | -9 | 0 | 0.85 | -1 | -4 | 1.1 | 14
CCN(C(=O)COC(=O)c1cc([N+](=O)[O-])ccc1N1CCOCC1)C1CCS(=O)(=O)C1 (configuration not stated) | 2 | 11 | -1 | 6 | 1 | 1 | 1 | 0.98 | -2
CN1C(N)=NC(=O)/C1=C/c1ccc(F)cc1 | 0 | -2 | -4 | -2 | 1 | -19 | -1 | 1 | -4
CC(C)(CNC(=O)c1ccc(S(=O)(=O)N2CCCC2)cc1)N1CCOCC1 | 5 | -28 | -6 | -3 | 1.1 | 0 | -1 | 0.95 | -10
COc1ccc(C2C3=C(Nc4ncnn42)c2ccccc2CCC3)cc1 (configuration not stated) | -7 | 6 | 2 | 2 | 0.9 | -1 | 1 | 1.1 | 10
CC1CCCN(C(=S)NCCc2ccccc2)C1 (configuration not stated) | 10 | 21 | -1 | -1 | 1.1 | -2 | -2 | 0.9 | -11
C1CCC(NC2=NCCC2)CC1 | 3 | 16 | -4 | -5 | 1.1 | 1 | -1 | 0.97 | -13
Cc1ccc(-n2ncc3c(NNC(=O)c4cccs4)ncnc32)cc1 | 12 | 19 | -2 | 1 | 1.2 | -9 | 2 | 0.88 | -17
COC(=O)c1oc2c(c1C)C(=O)CCC2 | 2 | -9 | -5 | -2 | 1.1 | -1 | -2 | 0.98 | -8
CCCCCn1c(=O)[nH]c2cc(C(=O)NCCN3C(C)CCCC3C)ccc2c1=O (configuration not stated) | 1 | 24 | 12 | 4 | 1 | -17 | -3 | 0.99 | 0
Cc1ccccc1-n1c(=O)c2c(n3cnnc13)-c1ccccc1CC21CCCCC1 | -6 | 20 | -5 | -2 | 1.1 | 8 | -1 | 1.1 | -11
CC(C)NC(=O)N(Cc1ccccc1)Cc1cccs1 | -10 | -54 | 3 | 4 | 1.1 | 1 | 0 | 1.1 | -10
O=C(c1cccc(F)c1)N1CCCC(C(=O)N2CCCCC2)C1 (configuration not stated) | -8 | 26 | 5 | 2 | 0.83 | 1 | -3 | 1.1 | 17
Cc1ccc(S(=O)(=O)Nc2ccc3c(c2)nc(C)n3C)cc1 | -12 | -4 | 0 | -3 | 1.1 | -1 | -4 | 1.1 | -12
O=C(NN1C(=O)NC2(CCCCC2)C1=O)c1ccc(-c2ccccc2Cl)o1 | 5 | 11 | -1 | 1 | 0.99 | 1 | -4 | 0.95 | 1
O=C(/C=C/c1cccc(O)c1)c1cccnc1 | 0 | 20 | -1 | -1 | 0.98 | -1 | -3 | 0.99 | 2
CCN1CCCC1CN(Cc1cc2cc(OC)ccc2[nH]c1=O)C(=O)NCc1ccccc1 (configuration not stated) | 0 | 9 | -1 | 3 | 1.1 | -47 | 1 | 1 | -8
O=C(NCCc1ccccc1)c1cccc(Br)c1 | 13 | 22 | -3 | -4 | 1.3 | 2 | -2 | 0.87 | -26
O=C(Nc1cccc(Cl)c1)Nc1csc([N+](=O)[O-])c1 | 29 | 47 | -9 | -2 | 0.86 | 5 | -4 | 0.71 | 14
COc1ccc(C2CC(=O)N3C(=C2C#N)SCC3(O)c2ccccc2)cc1 (configuration not stated) | 11 | 9 | -8 | -3 | 0.97 | 0 | -3 | 0.89 | 3
CS(=O)(=O)c1nc(-c2ccccc2)cc(C(F)(F)F)n1 | -3 | 41 | -7 | 1 | 1.1 | 0 | -5 | 1 | -12
CC1=NN(C(=O)Cc2ccc([N+](=O)[O-])cc2)C(O)(c2cccnc2)C1 (configuration not stated) | 14 | 10 | -6 | 0 | 0.78 | 2 | 1 | 0.86 | 22
COCC(C)NC(=O)CSc1nc2cc(S(=O)(=O)N3CCCCC3)ccc2o1 (configuration not stated) | -7 | -3 | -4 | -4 | 0.96 | 3 | 8 | 1.1 | 4
CCN(CC)S(=O)(=O)c1ccc(N2CCOCC2)c(NC(=O)c2cc([N+](=O)[O-])ccc2Cl)c1 | -1 | 13 | -7 | -2 | 0.93 | 2 | -6 | 1 | 7
CC(=O)c1ccc(N2CCN(C(=O)c3cccs3)CC2)c(F)c1 | -3 | 19 | -2 | 1 | 1.1 | -1 | -3 | 1 | -7
Cc1cccc(N2CCN(C(=O)CCCn3c(=S)[nH]c4cc5c(cc4c3=O)OCO5)CC2)c1C | 2 | 16 | -6 | -3 | 1.2 | -3 | -5 | 0.98 | -20
N#Cc1ccccc1S(=O)(=O)N1CCN(CC(=O)NC(=O)NC2CCCCC2)CC1 | 1 | 13 | -11 | 0 | 1 | 0 | 1 | 0.99 | -3
Cc1nn(C(C)(C)C)c(OC(=O)c2cccs2)c1Sc1ccccc1 | 11 | 7 | -4 | -2 | 0.92 | -2 | -6 | 0.89 | 8
CC(C)C[C@H](NC(=O)Nc1cccc(Br)c1)C(=O)O | 8 | 15 | -5 | 0 | 1.1 | 3 | -3 | 0.92 | -14
C=CC[C@@H](CC(=O)N[C@@H](CO)Cc1ccccc1)C(=O)NC[C@H](OC(=O)[C@@H](CC=C)Cc1ccc(F)cc1)c1ccccc1 | -6 | 5 | -6 | -1 | 1.1 | 3 | 2 | 1.1 | -12
Cc1ccnc(NC(=O)c2cc3ccccc3o2)c1 | -2 | 35 | -7 | -1 | 1 | -7 | -5 | 1 | -5

Results in mIAP block, hIAP act and NLRP3 yeast inh, for some of the entries so far:
structure | mIAP block | hIAP act | NLRP3 yeast inh
C1CCC(NC2=NCCC2)CC1 | 3 | 1.1 | 16
Cc1ccc(-n2ncc3c(NNC(=O)c4cccs4)ncnc32)cc1 | 12 | 1.2 | 19

Next records follow.
SMILES | mIAP block | NLRP3 yeast inh | A3G deaminase | APOBEC3A inh | hIAP act | SENP1 FRET inh | beta cell repl | mIAP act | hIAP inh
Cc1ccn(CCC(=O)O)n1 | 0 | 3 | 0 | 4 | 1.2 | 0 | 0 | 1 | -20
CCNC(=O)CSc1nnc(CN2CCCCCC2=O)n1-c1ccccn1 | -2 | -4 | -2 | 2 | 1.1 | -1 | 0 | 1 | -12
O=C(CN1C2=NCCN2c2ccccc21)c1ccco1 | 6 | 3 | -8 | -5 | 1.1 | 1 | 0 | 0.94 | -11
O=C(O)C1CCN(C(=O)c2csc(-c3ccc4c(c3)CCO4)n2)CC1 | -2 | 20 | -1 | -1 | 0.92 | 0 | 2 | 1 | 8
CCN(CC)c1ccc(NC(=O)Nc2ccc(C(C)=O)cc2)cc1 | -7 | 29 | -10 | -4 | 1.1 | 2 | -3 | 1.1 | -9
CC(C)(C)Cc1nnc(NC(=O)Cc2ccc([N+](=O)[O-])cc2)s1 | 10 | 8 | 13 | 2 | 0.88 | 3 | 0 | 0.9 | 12
CCOC(=O)c1ccc(CNC(=O)c2cc(C(C)(C)C)oc2C)o1 | -8 | 18 | 2 | 3 | 1.1 | 1 | -3 | 1.1 | -5
Cc1cc(C)n(CCCNC(=O)COc2ccc([N+](=O)[O-])cc2)n1 | 1 | -7 | -4 | -2 | 1.1 | 0 | -1 | 0.99 | -11
O=C(CSc1nnc(-c2ccncc2)s1)Nc1ccc(Cl)c(C(=O)O)c1 | 4 | 14 | -10 | 1 | 1 | -3 | -1 | 0.96 | -2
O=c1nc(SCc2c(F)cccc2Cl)nc(-c2ccccc2)[nH]1 | 17 | 13 | -4 | -3 | 1 | . | -3 | 0.83 | -2
COCC(=O)Nc1nnc(COc2ccccc2)s1 | -1 | 34 | -2 | 3 | 0.98 | 0 | 0 | 1 | 2
CCOC(=O)c1sc(NS(=O)(=O)c2ccccc2Cl)nc1C | -1 | 12 | -2 | 0 | 0.92 | 0 | 3 | 1 | 8
COc1ccc(C2NC(=S)NC(C)=C2C(=O)c2ccccc2)cc1OC (configuration not stated) | 12 | 9 | -11 | -3 | 0.93 | -4 | 0 | 0.88 | 7
CCN(CC)Cc1c(NC(=O)c2ccccc2)sc(C)c1C | -9 | 3 | -3 | -2 | 0.91 | -2 | 0 | 1.1 | 9
O=C(Nc1cccnc1)c1ccc2c(c1)C(=O)N(CC1CCCO1)C2=O (configuration not stated) | -11 | 11 | -2 | 1 | 1 | 1 | -2 | 1.1 | -2
COc1ccc(-c2nc(CC(=O)O)cs2)cc1 | 1 | 14 | -3 | -2 | 0.98 | 2 | -3 | 0.99 | 2
Cc1cccc(C(=O)N[C@H](C(=O)OCC(=O)NC2CCS(=O)(=O)C2)C(C)C)c1 (some centres not stated) | -1 | 8 | -3 | -1 | 0.89 | 1 | -2 | 1 | 11
Cc1ccc(SCC(=O)Nc2ccccc2N2CCOCC2)cc1 | 0 | 26 | -5 | -5 | 1.1 | 0 | -3 | 1 | -10

From PubChem BioAssay
